# GC-A act – GC-A (human) enzyme activation. P16066. HEK293 GC-A cells, cGMP TR-FRET, EC30 ANP; 0% at EC30 ANP, 100% saturating ANP. activation, % at 10 µM. 0.14% of 370,000 active. AID 1671463; in the data active = activation above about 40%
# GAA850 FXN act – increases GAA850 frataxin promoter reporter activity. HEK293 lucGAA850 FXN promoter luciferase reporter, 24 h; percent of 10 µM SAHA response. activation, % at 6 µM. 0.56% of 360,000 active. AID 540364;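 active = activation above the average of all compounds screened plus 3 SD, cutoff fixed separately per campaign, cut at about 7.5% in these data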;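 also: 0% = DMSO wells and 100% = 10 µM SAHA wells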
# PG9 Ab binder – small molecules binding HIV-1 gp120 antibody PG9; TR-FRET gp120-PG9 antibody binding; inhibition, % at 6.7 µM; 0.43% of 360,000 active; AID 624416; in the data active = inhibition above about 8.5%
# ADAM10 inh – inhibits human ADAM10 | inhibition, % at 7 µM | recombinant ADAM10, EDANS/DABCYL FRET peptide cleavage, 3 h | O14672 | 0.62% of 370,000 active;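 active = inhibition above a per-campaign cutoff equal to the mean of compounds falling between control-based bounds plus 3 SD, cut at about 20% in these data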;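 also: 0% = DMSO wells while the 100% control is not disclosed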
# ADAM17 inh – inhibitors of human ADAM17; 0.83% of 370,000 active; inhibition, % at 6.95 µM; recombinant ADAM17, EDANS/DABCYL FRET peptide cleavage; AID 720648;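 active = inhibition above the mean of compounds lying between control limits plus 3 SD, set per campaign, cut at about 8.5% in these data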;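 also: 0% = DMSO-only wells as the low control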
# Target sequence (P78536 215-824 limits assumed): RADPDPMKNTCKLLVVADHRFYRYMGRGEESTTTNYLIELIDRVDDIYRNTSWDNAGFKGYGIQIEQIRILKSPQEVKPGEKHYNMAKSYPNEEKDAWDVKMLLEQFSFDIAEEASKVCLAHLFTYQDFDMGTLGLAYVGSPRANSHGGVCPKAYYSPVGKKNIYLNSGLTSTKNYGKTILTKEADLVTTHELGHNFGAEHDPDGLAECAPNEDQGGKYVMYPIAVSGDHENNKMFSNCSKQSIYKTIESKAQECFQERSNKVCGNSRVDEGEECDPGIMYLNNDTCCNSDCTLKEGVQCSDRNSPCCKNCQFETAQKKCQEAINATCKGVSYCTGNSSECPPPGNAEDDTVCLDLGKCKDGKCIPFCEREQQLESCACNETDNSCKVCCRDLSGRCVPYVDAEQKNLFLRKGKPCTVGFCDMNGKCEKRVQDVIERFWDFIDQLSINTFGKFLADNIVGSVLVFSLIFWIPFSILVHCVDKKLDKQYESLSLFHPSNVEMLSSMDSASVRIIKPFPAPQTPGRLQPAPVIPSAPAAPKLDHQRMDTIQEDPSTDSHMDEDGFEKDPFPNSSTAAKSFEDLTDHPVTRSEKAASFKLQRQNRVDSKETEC
# ssDAF-12 act – S. stercoralis DAF-12 activation, primary screen. HEK293 ssDAF-12/GRIP1 lit1-tk-luc reporter, luminescence; % of 3 µM dafachronic acid response. activation, % at 6.8 µM. 1% of 370,000 active. AID 652126;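 active = activation above the mean over all tested compounds plus 3 SD, cut at about 0.9% in these data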;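 also: 0% = DMSO-only wells and 100% = 3 µM delta7-dafachronic acid wells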
# DAX1 inh-1 – blocks DAX1 repression of SF-1 activated StAR promoter; HEK293T StAR-luciferase reporter, SF-1/DAX-1 repression relief; inhibition, % at 6.8 µM; AID 652010; 1.1% of 370,000 active;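 active = inhibition above the mean over all tested compounds plus 3 SD, cut at about 3.6% in these data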;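 also: 0% = DAX-1 cells with DMSO and 100% = cells lacking DAX-1 with DMSO; higher inhibition means more luminescence from relief of DAX-1 repression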
# hcDAF12 agonist – H. contortus DAF-12 activation, primary screen; activation, % at 6.8 µM; HEK293 hcDAF-12 lit1-tk-luc reporter, luminescence; 0% DMSO, 100% Δ7-dafachronic acid; AID 652067; 1.4% of 370,000 active;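 active = activation above the mean of all tested compounds plus 3 SD, cut at about 5.5% in these data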;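 also: 100% = response to 3 µM Δ7-dafachronic acid high control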
# SMARCA2 act – increases SMARCA2 function in MMTV reporter cells; MG213 cells, MMTV-luciferase reporter, dexamethasone, overnight; activation, % at 9.1 µM; 1% of 370,000 active; AID 652017; in the data active = activation above about 7.8%;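 also: 0% = vehicle wells and 100% = reference activator wells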
# hgDAF12 agonist – hgDAF-12 agonism, primary luciferase screen; HEK293 GAL4-hgDAF12 UAS-luciferase reporter, agonist luminescence; normalized to butyrate control; 1.8% of 370,000 active; activation, % at 6.8 µM;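 active = activation above a cutoff set at the mean of all screened compounds plus 3 SD, cut at about 10% in these data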;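 also: 0% = DMSO wells and 100% = sodium butyrate wells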
# DAX1 inh-2 – NR0B1 (DAX1) inhibition | AID 504766 | 0.99% of 340,000 active | inhibition, % at 6.75 µM | HEK293 Gal4-DAX1 luciferase reporter, luminescence | P51843;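 active = inhibition above the mean over all tested compounds plus 3 SD, cut at about 4.2% in these data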;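 also: 0% = DAX1-transfected cells with DMSO and 100% = empty-vector control cells with DMSO; inhibition shows as a rise in luminescence from relieved DAX1 repression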
# Target sequence (P51843 207-470 limits assumed): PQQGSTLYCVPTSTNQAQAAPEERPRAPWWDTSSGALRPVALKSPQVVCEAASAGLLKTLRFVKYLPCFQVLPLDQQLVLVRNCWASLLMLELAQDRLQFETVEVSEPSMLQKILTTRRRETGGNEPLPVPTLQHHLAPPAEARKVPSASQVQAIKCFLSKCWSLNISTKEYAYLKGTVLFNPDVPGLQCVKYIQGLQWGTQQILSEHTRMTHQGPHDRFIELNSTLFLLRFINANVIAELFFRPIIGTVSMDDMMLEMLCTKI
# Starred values were filed as active, the others as inactive; i = inactive; . = no result given. Compounds were not picked by outcome; about 6.8% have a hit in one of these screens.
SMILES,GC-A act,GAA850 FXN act,PG9 Ab binder,ADAM10 inh,ADAM17 inh,ssDAF-12 act,DAX1 inh-1,hcDAF12 agonist,SMARCA2 act,hgDAF12 agonist,DAX1 inh-2
CN1CCN(c2nc(C#N)cc(-c3ccccc3)n2)CC1,-1,2.3,-1.7,-36,-17,-1.3,-0.9,-0.9,4,2.3,-0.7
Cc1cccc(NC(=O)Nc2ccc(OCc3ccccc3)cc2)n1,0,0.8,-2.8,1,1,-1.2,0.1,1.4,1,0.3,4.2
COc1ccccc1C(O)c1ncc(-c2ccccc2C)[nH]1 (stereo not given),-1,1.5,-1.4,0,-2,-1.3,0.4,-1.5,-4,4.1,.
CC(C)(C)OC(=O)N1O[C@H]2CC1[C@@H]1[C@@H]2N=NN1CCc1ccncc1,6,-1.7,1.2,-2,-3,-1.0,1.3,-0.1,-1,0.8,0.3
COc1ccc(C(C)=O)cc1CN1C(=O)NC2(CCCCC2C)C1=O (stereo not given),3,2.5,-1.4,5,0,0.5,-0.3,3.6,0,1.4,0.4
Cc1ccsc1CN(C)CC(=O)NCC(=O)Nc1ccc(F)cc1,3,0.3,1.8,-5,-4,-1.8,-0.6,-0.2,0,-0.9,0.5
C#CC1(O)CCC2C3CCC4=C(CCC(=O)C4)C3CCC21C (stereo not given),5,2.2,0.9,-13,-1,-1.0,-1.3,-0.8,4,-0.1,0.3
CC(=O)Nc1nc2ccc(S(=O)(=O)N3CCCC3)cc2s1,4,0.7,-1.4,5,0,-1.4,-2.4,0.8,-1,1.0,1.2
Cc1ccc(N2CC(C(=O)NCCC(C)C)CC2=O)cc1 (stereo not given),3,0.2,-0.8,2,-5,-1.2,-0.8,-0.6,1,4.9,-1.1
O=C(NCCO)c1ccc2c3n(nc2c1)-c1ccc(Cl)cc1CO3,5,4.8,-1.9,-92,-22,-0.1,1.6,4.2,4,8.6,2.7
CCOC(=O)c1c(C)c(C(=O)Nc2ccc3c(c2)OCCO3)c(C)n1CC,-2,-5.1,1.8,-1,-4,-2.0,-3.0,-1.6,0,6.9,-2.2
CC1CCN(CCCn2c(SCC(=O)NC3CCCC3)nc3ccccc3c2=O)CC1,-4,0.0,-0.2,0,-7,-0.7,0.8,-1.9,-2,-1.2,1.3
CN(CC(=O)Nc1cccc(F)c1)C(=O)c1cccc(-n2cccc2)c1,-6,-1.9,-1.4,-14,-1,-1.0,-0.8,0.1,-2,0.0,0.6
O=C(NCc1n[nH]c(=S)n1Cc1ccccc1)c1ccccc1,3,0.2,0.1,6,2,-1.3,0.7,0.5,0,3.4,2.9
O=C(CNC(=O)c1ccccc1)OC(C(=O)Nc1cc([N+](=O)[O-])ccc1F)c1ccccc1 (stereo not given),1,.,.,7,2,-2.1,.,-1.3,.,6.4,.
COc1cccc(Nc2nc(C)cc(C)c2C(N)=O)c1,3,1.0,-1.7,-4,1,-0.2,0.4,0.7,2,-0.4,0.3
CSc1ccccc1C(=O)C1CCCN(C(=O)c2cccc(Cn3cccn3)c2)C1 (stereo not given),4,-0.8,0.4,-6,-1,-0.8,0.3,-2.4,4,1.2,0.2
CNc1cc(-c2cc(OC)ccc2OC)ncn1,-5,1.1,0.7,i,-302,-0.9,0.7,-0.2,2,0.6,.
CC(C)c1ccc(Nc2ncccc2C(=O)O)cc1,-2,3.6,0.1,7,0,-0.4,6.4*,6.0*,7,22*,2.5
CC(C)[C@@H](CO)NC(=O)c1ccc2c3n(nc2c1)-c1ccc(Cl)cc1CO3,18,5.4,0.0,-76,-21,-0.8,0.6,1.0,5,7.3,0.2
CCCn1c(=O)c(C(=O)N/N=C/c2ccc(F)cc2)c(O)c2ccccc21,-2,0.1,-1.9,-7,1,-0.9,0.1,0.7,2,2.5,1.8
CC(C)(C)C1CCC(C(=O)NCCc2ccc(S(N)(=O)=O)cc2)CC1 (stereo not given),3,5.0,2.2,2,1,-1.4,0.1,-3.1,-2,-2.8,-0.2
CCc1nc(SCC(=O)Nc2ccnc3ccccc23)n[nH]1,2,-2.5,-0.3,-4,-3,-1.4,-0.3,0.4,-4,-0.1,0.5
CCN1C(=O)c2ccccc2Sc2ccc(C(=O)O)cc21,-1,0.5,-1.0,3,3,-1.3,0.1,-0.1,3,-0.6,-0.7
Cc1ccccc1NC(=S)NCC(c1cccnc1)N(C)C (stereo not given),4,0.7,-1.7,0,-5,-0.7,1.6,1.0,0,0.8,-0.6
CCCCOC(=O)C1=C(C)NC(=O)NC1c1ccc2c(c1)OCO2 (stereo not given),1,0.8,1.1,-3,-3,-0.7,-0.4,-2.2,-2,-0.6,-0.9
CC(C)(C)c1nc(C(C)(C)C)c(Br)c(=O)[nH]1,3,2.4,-0.2,-6,-3,-1.6,-1.1,-1.9,3,0.4,1.6
CCCc1[nH]nc2c1C(c1ccccc1OCC)C(C#N)=C(N)O2 (stereo not given),-17,-0.6,1.1,-4,-4,-0.9,0.5,-2.4,1,-1.4,-1.6
Cc1cc(C)nc(NS(=O)(=O)c2ccc(N/C=C3\CCCC3=O)cc2)n1,-4,-1.1,-1.4,6,3,-1.3,0.1,-1.3,-2,-0.4,0.6
CCOC(=O)c1nn(-c2ccc(Cl)cc2)c2nc(CC)c(C#N)c(=O)n12,6,0.7,16*,-202,-53,-1.9,-1.1,-1.8,0,-0.7,1.0
CCCOc1ccc(C(=O)CCC(=O)OCC(=O)Nc2cccc(S(N)(=O)=O)c2)cc1,0,-1.8,0.5,2,0,-0.8,-1.3,0.0,3,0.8,-0.5
O=C(NCCc1ccccc1)c1c(O)c2ccccc2[nH]c1=O,1,0.0,-1.2,1,-1,0.3,0.0,2.5,3,2.5,3.0
O=C(CN1CCN(S(=O)(=O)c2cc(Br)ccc2Br)CC1)NCc1ccccc1Cl,0,2.9,-0.4,6,7,-0.8,-1.2,-0.9,-1,-0.1,-1.0
O=S(=O)(CCOc1ccccc1)N1CCOCC1,0,3.5,-0.8,-5,-4,-1.3,0.5,-0.5,-2,2.7,-1.3
COc1ccccc1CNC(=O)COC(=O)c1nccnc1N,-1,0.2,-1.9,i,-227,-0.8,-0.9,-1.4,0,3.9,0.9
S=c1[nH]nc(COc2ccccc2)n1/N=C/c1cccc(Br)c1,2,1.6,1.0,0,-1,-1.3,0.1,-2.2,-3,-2.6,-0.1
COc1cccc(OC)c1C(=O)Nc1cccc(C(=O)Nc2cccc(C(=O)O)c2)c1,7,0.6,-0.8,2,-2,-0.5,0.0,2.3,-2,4.2,-0.5
CCOc1ccc(CCNC(=O)c2ccc(Cl)c(S(=O)(=O)N3CCOCC3)c2)cc1OCC,-4,-2.8,1.4,-1,-4,-1.1,-4.3,1.3,-3,-4.2,-1.8
Cc1ccccc1N1CCN(C(=O)c2ccccc2NC(=O)c2ccccc2C(=O)O)CC1,-2,1.5,-1.3,-3,-4,-1.2,0.0,0.0,-4,-0.1,0.1
CCC(C(=O)NCC1CCCO1)N(Cc1ccc(F)cc1)C(=O)CNS(=O)(=O)c1ccccc1 (stereo not given),0,-2.8,-1.7,-7,0,-1.1,-0.2,-1.7,-2,1.7,1.5

# Random excerpt: 2 compounds from above.
SMILES,GC-A act,GAA850 FXN act,PG9 Ab binder,ADAM10 inh,ADAM17 inh,ssDAF-12 act,DAX1 inh-1,hcDAF12 agonist,SMARCA2 act,hgDAF12 agonist,DAX1 inh-2
COc1ccc(C(C)=O)cc1CN1C(=O)NC2(CCCCC2C)C1=O (stereo not given),3,2.5,-1.4,5,0,0.5,-0.3,3.6,0,1.4,0.4
CCN1C(=O)c2ccccc2Sc2ccc(C(=O)O)cc21,-1,0.5,-1.0,3,3,-1.3,0.1,-0.1,3,-0.6,-0.7

# Going on with the list:
SMILES,GC-A act,GAA850 FXN act,PG9 Ab binder,ADAM10 inh,ADAM17 inh,ssDAF-12 act,DAX1 inh-1,hcDAF12 agonist,SMARCA2 act,hgDAF12 agonist,DAX1 inh-2
O=C(OCC(=O)N1CCCC1)c1cncc(Br)c1,1,1.9,1.2,-5,-10,-1.3,0.0,-2.2,0,0.3,0.5
Cc1cc(C)c(C#N)c(SCS(=O)Cc2ccc(Cl)cc2)n1 (stereo not given),-3,0.4,-1.6,-3,3,-2.0,-0.1,-3.6,2,-3.7,-0.9
CC(C)(Oc1ccc(Cl)cc1)C(=O)Nc1c2c(nn1C(C)(C)C)CS(=O)(=O)C2,-1,1.6,1.5,-4,-5,-1.0,-0.6,2.7,-2,0.1,1.2
COc1ccc(C(=O)Nc2ccc3oc(-c4cccnc4)nc3c2)cc1OC,5,-0.6,3.2,-7,-5,-0.1,-0.6,-1.5,3,-3.0,-0.1
CCOc1ccc(/C=C2\SC(=S)N(NC(=O)c3ccncc3)C2=O)cc1OC,0,1.5,-3.8,4,0,-0.9,-0.3,-1.7,-3,-0.9,.
O=C(CSc1nnc(-c2ccccc2)o1)N1CCCC1,4,2.3,-1.4,4,-3,-0.7,0.4,2.0,-1,3.4,1.2
O=C(NC1CCCCC1)C(c1ccco1)N(C(=O)c1csnn1)c1ccc(Cl)cc1 (stereo not given),3,2.2,0.0,-6,-2,-1.1,0.3,0.1,-3,0.1,3.1
Cc1cc(C)n2nc(SCC(=O)N(C(C)C)C(C)C)nc2n1,1,2.2,-0.5,-6,-3,-0.8,-0.2,1.8,-3,2.5,1.3
COC(=O)C1=C(C(=O)OC)[C@@H]2N(C)c3ccc(OC)cc3[C@@]23C[C@@H](C(=O)OC)N(C(=O)NCCBr)C3=N1,-12,.,0.9,-2,1,-1.3,0.1,-1.8,0,0.0,.
CCOc1ccc(-n2c(-c3ccccc3)c[n+]3c2CCCCC3)cc1,1,-1.7,-1.8,4,0,-2.6,-3.1,-4.3,-8,-9.8,-3.8
O=C(/C=C/c1cccc([N+](=O)[O-])c1)NCc1ccc2c(c1)OCO2,1,0.4,0.4,1,1,-1.4,-0.4,-2.8,-3,-2.5,1.3
NC(=S)Nc1cc(Cl)ccc1Cl,1,1.0,-0.6,-3,-1,-1.1,-0.5,-1.7,-1,-0.1,.
COc1ccc(S(=O)(=O)N2CCCCCC2)cc1C(=O)N(C)Cc1ccc(F)cc1,-4,0.1,0.8,0,-3,-1.4,-1.2,-2.7,-2,-2.1,0.1
CCCS(=O)(=O)NC(=O)C1(C)CCN(C(=O)c2nc(C)oc2C)C1 (stereo not given),0,0.3,-0.9,0,-1,-0.3,-0.3,-0.8,8.0*,3.8,.
O=C(C1CC1)N1N=C(c2cccc(Br)c2)CC1(O)C(F)(F)F (stereo not given),-6,-0.7,-0.7,81*,-4,-1.4,-0.4,-0.1,-3,0.3,0.3
CC(C)Cn1c(O)c2ccc(C(=O)N=NC(=O)c3cccnc3)cc2c1O,4,2.1,1.6,-4,-3,-1.6,0.0,-0.8,-2,0.3,-1.0
O=C(CSc1ccc2c(c1)OCCO2)NC(=O)NC1CCCC1,6,-1.9,-0.7,1,2,-1.3,-0.5,-1.9,2,2.7,0.5
COc1ccc(S(N)(=O)=O)cc1C(=O)OCCCC(=O)c1ccccc1,-3,2.0,1.1,3,-2,-0.9,-0.6,-1.3,1,-2.3,-0.8

# Screens deposited in PubChem BioAssay by several laboratories.
